Screening results: PubChem BioAssay, several laboratories
BCLXL inh: Bcl-xL (human) inhibition; AID 2129; GST-Bcl-xL / FITC-Bim BH3 peptide fluorescence polarization; 320,000 compounds, 0.7% hits; inhibition, % at 10.9 µM;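 active = inhibition above the mean of all tested compounds plus 3 SD, cutoff set per campaign, cut at about 30% in these data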;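 note: 0% = DMSO wells and 100% = unlabeled Bim-BH3 peptide competitor; inhibitors lower millipolarization by displacing the labeled peptide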
ZTA counter: counter-screen for EBNA-1 inhibitors: inhibitors of Epstein-Barr virus ZTA; ZTA-DNA binding, fluorescence polarization; inhibition, % at 11 µM; 320,000 compounds, 0.15% hits; in the data active = inhibition above about 33%
Target sequence (P03206 whole entry, looked up): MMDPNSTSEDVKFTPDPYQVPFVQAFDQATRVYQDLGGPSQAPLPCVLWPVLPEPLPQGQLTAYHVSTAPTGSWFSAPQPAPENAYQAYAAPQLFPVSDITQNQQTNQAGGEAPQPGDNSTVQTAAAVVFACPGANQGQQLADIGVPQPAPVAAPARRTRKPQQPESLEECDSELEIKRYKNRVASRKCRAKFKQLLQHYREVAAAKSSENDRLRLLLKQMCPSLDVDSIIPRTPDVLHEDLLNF
EBNA-1 inh: blocks EBNA-1 binding to DNA. EBNA-1 DNA binding, fluorescence polarization. inhibition, % at 14.8 µM. 300,000 compounds, 0.34% hits; in the data active = inhibition above about 28%
CR mimetic SO: yeast age-related superoxide inhibition as caloric restriction mimetic; AID 2690; 330,000 compounds, 0.18% hits; superoxide response (% of plate mean), % at 10 µM; S. cerevisiae aged cells, superoxide DHE fluorescence; active compounds read low;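 active = superoxide response under a set limit, about three screen SD below normal, cut at about 65% in these data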;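 note: yeast aged for seven days with compound at 30 °C before DHE staining; 100% = average MFI of all compound-treated wells on the plate with controls excluded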
MCL1-BIM inh: MCL1-BIM-BH3 interaction inhibition (human). Q07820. GST-MCL1 / FITC-Bim-BH3 fluorescence polarization. inhibition, % at 10.9 µM. 320,000 compounds, 0.68% hits;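 active = inhibition above the mean inhibition of all tested compounds plus 3 SD, set per campaign, cut at about 40% in these data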;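 note: 0% = DMSO wells and 100% = unlabeled Bim-BH3 peptide control; higher means more loss of mP so more displacement of Bim peptide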
Target sequence (Q07820 whole entry, looked up): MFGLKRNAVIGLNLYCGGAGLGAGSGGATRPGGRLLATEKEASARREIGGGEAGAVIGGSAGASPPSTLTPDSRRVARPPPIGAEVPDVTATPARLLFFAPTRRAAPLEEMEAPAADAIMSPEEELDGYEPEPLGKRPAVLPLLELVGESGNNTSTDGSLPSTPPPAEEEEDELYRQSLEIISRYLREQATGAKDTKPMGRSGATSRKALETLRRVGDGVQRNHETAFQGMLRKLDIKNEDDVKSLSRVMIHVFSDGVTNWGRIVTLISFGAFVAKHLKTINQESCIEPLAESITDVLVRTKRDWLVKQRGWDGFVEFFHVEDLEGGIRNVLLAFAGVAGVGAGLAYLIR
MEX-5 binding: C. elegans MEX-5 TCR-2 RNA binding activity; Q9XUB2; MEX-5/FITC-TCR2 RNA binding, fluorescence polarization; active compounds read low; activity score (negative = inhibition of binding), % at 10 µM; 300,000 compounds, 0.38% hits;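 active = inhibition past about -25% in most replicates, and total fluorescence under double the plate's negative control median, limit read from the data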;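 note: 0% = DMSO and -100% = 5 µM competing unlabeled TCR2 RNA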
Target sequence (Q9XUB2 whole entry, looked up): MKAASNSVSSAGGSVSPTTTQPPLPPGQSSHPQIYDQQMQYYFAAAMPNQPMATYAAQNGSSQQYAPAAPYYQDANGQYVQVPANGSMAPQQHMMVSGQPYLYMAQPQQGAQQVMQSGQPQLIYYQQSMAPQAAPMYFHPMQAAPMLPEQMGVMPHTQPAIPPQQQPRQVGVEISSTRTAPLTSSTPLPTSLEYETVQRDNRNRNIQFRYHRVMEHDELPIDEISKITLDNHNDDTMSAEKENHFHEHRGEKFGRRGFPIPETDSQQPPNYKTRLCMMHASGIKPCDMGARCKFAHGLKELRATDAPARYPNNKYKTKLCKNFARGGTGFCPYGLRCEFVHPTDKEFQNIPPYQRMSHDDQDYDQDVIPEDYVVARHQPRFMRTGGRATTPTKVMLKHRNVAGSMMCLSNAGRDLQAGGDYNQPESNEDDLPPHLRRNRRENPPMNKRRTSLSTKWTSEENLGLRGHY
GLD-1 RNA inh: GLD-1-TGE RNA interaction inhibition (C. elegans). purified GLD-1 + fluorescein TGE RNA, fluorescence polarization. inhibition, % at 5.96 µM. 320,000 compounds, 0.44% hits. AID 2280;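 active = percent inhibition above a per-plate cutoff, the plate mean of test compounds plus 3 SD, cut at about 30% in these data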;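 note: 0% = DMSO wells with GLD-1 and probe and 100% = wells lacking GLD-1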
Efflux pump inh: antifungal efflux pump inhibition, Nile Red retention; inhibition, % at 10 µM; S. cerevisiae Candida pump triplex; AID 485275; 330,000 compounds, 0.44% hits;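 active = plate passing quality check with inhibition over a set limit, or well fluorescence over plate mean plus 4 SD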;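 note: Nile Red retained in pooled yeast measured as flow cytometry median fluorescence; 0% = buffer negative control and 100% = Enniatin B positive control; higher means more Nile Red kept so more efflux inhibition; some compounds called inactive have numbers as strong as hits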
Fam108B counter: counter-screen for RBBP9 inhibitors: inhibitors of mouse Fam108B | recombinant Fam108B, FP-Rh probe fluorescence polarization | inhibition, % at 9.51 µM | 300,000 compounds, 0.33% hits | AID 1947;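 active = inhibition above the screen mean inhibition plus 3 SD, computed separately per campaign, cut at about 18% in these data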;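 note: inhibitors lower polarization as less probe binds the enzyme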
* = called active by the depositor; x = no result given.

SMILES	BCLXL inh	ZTA counter	EBNA-1 inh	CR mimetic SO	MCL1-BIM inh	MEX-5 binding	GLD-1 RNA inh	Efflux pump inh	Fam108B counter
O=C1N/C(=N\N=C\c2ccc3ncccc3c2)SC1Cc1ccc(SC(F)F)cc1 (configuration not stated)	3	0	8	113	4	-0.8	-11	-0.2	-4
COc1cc(/C=C/C2=CC(C)(C)NC(=S)N2)cc(OC)c1OC	-4	-4	2	101	-1	1.8	1	0.1	-2
Cc1c(O)nc(SCC(=O)Nc2ccc3c4c(cccc24)CC3)n(-c2ccc(F)cc2)c1=O	8	-26	8	89	16	1.8	-2	-0.3	5
COc1ccc(NC(=O)CCCC(=O)c2ccccc2)cc1	0	-2	4	84	22	-0.3	4	-0.1	2
O=C1OCC(CO)(CO)N=C1NNc1cc(Cl)ccc1Cl	5	1	4	107	8	-1.2	-5	-0.1	2
NC(=O)C1CCCN(CC(O)COCc2ccc(Cl)cc2)C1 (configuration not stated)	12	-3	-4	92	6	-0.9	8	-0.3	6
CN(C)c1ccc(NC(=O)CN2CCc3ccccc3C2)cc1	5	-1	0	94	6	-2.5	-1	0.1	1
COc1cc(/C=C2\SC(=S)N(NS(=O)(=O)c3ccc(C)cc3)C2=O)ccc1O	3	8	6	109	2	54	-26	0.0	-147
O=C(Cn1cnc2c(nnn2Cc2ccccc2)c1=O)NCc1ccco1	-1	-15	-3	89	-6	0.8	-1	-0.1	-1
Cc1cccc(Nc2nc(NC(C)C)nc(Oc3ccc(=O)n(C)n3)n2)c1	1	8	9	87	0	0.1	-4	-0.1	-2
CCn1c(SCC(=O)Nc2ccc(OC)c(OC)c2)nnc1-c1ccco1	1	1	6	108	-4	0.1	1	-0.1	-3
O=C(NCCc1ccccc1)C(=O)NCCC1CCCCN1S(=O)(=O)c1cccs1 (configuration not stated)	1	14	5	100	0	0.5	3	0.1	-3
O=C1CCCN1CCCNc1nc2c(S(=O)(=O)c3ccccc3)nnn2c2ccc(Cl)cc12	5	10	2	95	-2	3.2	4	0.1	0
O=C(O)C1C2CCC(C2)C1C(=O)NCc1ccco1 (configuration not stated)	-3	6	7	93	0	-2.1	-5	0.1	4
O=C(CCC(=O)N(Cc1ccco1)C(C(=O)NC1CCCC1)c1ccncc1)Nc1cccnc1 (configuration not stated)	6	-8	-7	90	16	-4.0	1	-0.3	1
CC(=O)c1cc(-c2ccc(F)cc2)n(CCC(=O)Nc2cccnc2)c1C	10	-21	7	112	3	-0.8	2	-0.3	1
COc1ccc(NC(=O)CN2CCC(C(N)=O)(N3CCCCC3)CC2)cc1	5	1	-1	102	-2	0.6	9	0.1	1
CCOc1ccc(S(=O)(=O)N(CC(=O)NCc2cccnc2)c2ccc(F)cc2)cc1	5	9	0	96	10	-1.8	-3	-0.1	-2
CCOc1ccc(N(CC(=O)NCCc2ccc(C)cc2)S(=O)(=O)c2c(C)noc2C)cc1	5	-7	3	95	-5	0.1	3	-0.5	0
O=C(CCN1C(=O)/C(=C/c2ccccc2)SC1=S)NC1CCS(=O)(=O)C1 (configuration not stated)	0	24	2	97	2	0.7	6	-0.1	3
S=C(Nc1ccccc1)Nc1nccs1	8	-3	7	86	9	0.6	2	0.0	-1
N#C/C(=C(\O)c1cc(Cl)sc1Cl)c1nc2ccccc2[nH]1	0	-8	-2	136	-4	-4.8	-11	1.1	12
CCn1nccc1C(=O)Nc1ccc(Cl)cn1	-2	1	-4	99	-9	-1.0	-6	-0.1	-4
CNc1c([N+](=O)[O-])cnn1-c1ccccn1	0	6	0	101	-3	0.7	-3	-0.1	-1
COc1cc(C(=O)NCC2(N(C)C)CCCCC2)ccc1OCc1ccccc1	-4	5	-8	98	-5	-2.0	-2	0.4	-4
CCc1nnc(NC(=O)CCC(=O)O)s1	0	3	2	91	-3	1.2	5	-0.1	-1
CCc1nnc(NC(=O)CSc2nnc(Cc3ccccc3)o2)s1	-1	-6	-10	103	-4	-0.3	2	0.1	-1
O=C(COc1ccccc1Br)Nc1ccc2c(c1)OCCCO2	4	-7	-7	99	0	-0.8	2	-0.1	-1
CCc1noc(C)c1C(=O)NC1CCCc2c1cnn2-c1cc(C)cc(C)c1 (configuration not stated)	4	-18	-5	98	4	1.0	3	-0.3	-2
Cc1occc1C(=O)Nc1c(Cl)cccc1Cl	3	6	-4	107	3	-2.5	3	0.1	-1
NC(=O)c1nn(-c2ccccc2)nc1NC(=O)CSc1nnnn1-c1ccc(Cl)cc1	3	-10	8	88	-7	-1.8	-2	-0.2	-14
O=C(/C=C/c1cccc([N+](=O)[O-])c1)NC1CC2CCC1C2 (configuration not stated)	6	-7	0	95	9	-3.3	5	0.2	-1
CC[N+]1(CC)CC2=Cc3c(ccc4ccccc34)CC2C1 (configuration not stated)	2	-5	-6	97	2	-0.6	3	0.0	1
CCOC(=O)c1ccc(NC(=S)N2CCCC2c2ccc(OC)c(OC)c2)cc1 (configuration not stated)	6	0	-6	104	10	0.9	6	0.0	-5
Nc1nonc1-c1noc(-c2ccc(Br)o2)n1	-2	2	4	100	-3	-2.0	4	0.1	3
CC(C)(C)c1ccccc1OCCOCCSc1ncccn1	10	-3	-7	100	7	4.4	1	0.0	1
O=C(c1ccc2c(c1)OCCO2)N1CCCCC1	4	4	7	87	1	1.8	1	-0.1	0
COc1ccc2c(c1OC)C(=O)N1C2SC(C)(C)[C@H]1C(=O)NCCCOC(C)C (some centres not stated)	9	7	6	109	15	-0.4	6	0.1	-4
Cc1ccc(C(=O)Oc2ccc(C(=O)COC(=O)c3cnccn3)cc2)cc1	-2	-21	1	92	-4	-0.5	-8	0.0	-2
CCc1cccc(CC)c1NC(=O)CN1C2CCCC1CC(NC(=O)Nc1cccc(OC)c1)C2 (configuration not stated)	3	-4	-10	104	7	2.5	-5	0.2	-2
O=C(NCc1ccco1)c1cccc(C(F)(F)F)c1	-3	14	6	103	0	2.1	-6	0.2	-3
Cc1cc(C(F)(F)F)nc(SCC(=O)NC2=NC(=O)C(C)S2)n1 (configuration not stated)	6	-11	4	99	2	1.2	4	0.1	3
O=C(CSc1ccccc1C(=O)O)c1ccc(Cl)cc1	5	-15	-9	111	11	-2.3	0	0.0	6
Cc1nc2ccccc2c2c1CC(C)S2 (configuration not stated)	-3	1	4	114	-2	-2.5	-4	0.0	-2
COc1cc(CNCc2ccccn2)ccc1OCC(=O)NC(C)(C)C	1	4	0	97	4	0.5	-8	0.4	1
CCC(C)NC(=O)c1ccc(C)c(NC(=O)C2=C(C)OCCS2)c1 (configuration not stated)	3	-15	-19	115	3	-2.3	-6	-0.1	0
NS(=O)(=O)c1ccc(CCNC(=O)Nc2ccc(Cl)c(Cl)c2)cc1	-5	-14	-7	149	-7	-1.5	11	1.4*	-10
Cc1ccccc1OCCCSc1nc2ccccc2[nH]1	7	-3	3	89	4	-0.8	5	-0.5	2
Cc1nn(Cc2c(F)cccc2Cl)c(C)c1[N+](=O)[O-]	0	-9	17	87	4	-3.1	-4	-0.1	0
CCOC(=O)C1=C(C)OC(N)=C(C#N)C1c1cc(F)ccc1F (configuration not stated)	2	7	2	96	5	1.9	8	-0.1	-2
COc1ccc(Oc2nc(-c3ccncc3)nc3ccccc23)cc1	6	2	-2	98	6	-0.5	0	0.0	-3
CCCCn1c(/C=N/Nc2nc3ccccc3[nH]2)nc2ccccc21	10	-9	-13	109	13	4.2	-2	-0.3	4
CCN(CC)c1ccc(C2Nc3cccc4cccc(c34)N2)cc1	4	17	18	98	6	-1.5	1	0.1	9
COc1ccc(CN2CCN(c3ccccn3)CC2)cc1OCc1ccccc1	4	6	5	82	7	0.3	-1	0.1	1
O=[N+]([O-])c1ccccc1-c1ccc(C(=S)N2CCCCC2)o1	15	11	12	80	15	-0.1	14	0.0	6
Cc1nc2ccccc2c(=O)n1NC(=O)c1ccco1	10	-9	9	100	10	x	-2	0.0	2
CC1CCN(C(=O)CN2C(=O)c3cccc4cccc(c34)C2=O)CC1	5	-1	2	109	1	-1.2	-2	0.0	3
Cc1ccc(NC(=O)CSCC(=O)NCc2cccc(C(F)(F)F)c2)cc1	-5	-3	0	116	4	1.8	3	-0.1	4
CC(C)c1onc(C(=O)N2C(C)CCCC2C)c1[N+](=O)[O-] (configuration not stated)	4	-14	-8	114	-10	-1.7	4	0.0	-3
COc1ccc(CN2CCN(S(=O)(=O)c3ccc(C)cc3)CC2)cc1Br	15	16	3	102	3	1.5	-7	0.1	9

Part of the list above, showing only Fam108B counter:
SMILES,Fam108B counter
CC(C)c1onc(C(=O)N2C(C)CCCC2C)c1[N+](=O)[O-] (configuration not stated),-3
CCC(C)NC(=O)c1ccc(C)c(NC(=O)C2=C(C)OCCS2)c1 (configuration not stated),0

Next part
SMILES	BCLXL inh	ZTA counter	EBNA-1 inh	CR mimetic SO	MCL1-BIM inh	MEX-5 binding	GLD-1 RNA inh	Efflux pump inh	Fam108B counter
Cn1cc([N+](=O)[O-])c(C(=O)Nc2ccc(Br)cn2)n1	12	-11	-2	104	3	-1.6	1	-0.2	-1
COCC(C)NC(=O)COc1nncc2ccccc12 (configuration not stated)	4	-10	8	100	-3	2.1	2	0.0	-4
CC(C)(C)n1nnnc1C(c1cccs1)N1CCN(Cc2ccccc2)CC1 (configuration not stated)	1	6	-6	91	0	-0.6	3	-0.1	3
CC1CCc2c(sc(Nc3nc4c(F)cccc4s3)c2C(N)=O)C1 (configuration not stated)	-31	2	11	108	-61	-2.4	-29	0.2	4
O=C(Nc1nnc(-c2ccc(Cl)cc2)o1)NC1CCCCC1	-1	-6	7	97	-3	-3.1	7	0.0	-3
O=C(Nc1ccc(S(=O)(=O)N2CCCC2)cc1)C1CC(=O)N(c2ccc(F)cc2)C1 (configuration not stated)	-2	5	-21	109	2	-3.2	-6	-0.1	-2
CCC(NC(=O)c1cc(COc2cc(C)c(Cl)c(C)c2)on1)c1ccncc1 (configuration not stated)	5	-8	-13	91	7	0.9	0	0.1	-3
O=C(COC(=O)/C=C/c1cccs1)NC1CCCCC1	5	-6	15	110	-2	2.3	-2	-0.1	-3
CC(c1ccco1)N(C(=O)c1ccccc1NS(=O)(=O)c1ccc(Cl)c([N+](=O)[O-])c1)c1ccccn1 (configuration not stated)	1	3	4	65*	-9	-1.0	-4	0.0	2
C=C(C)CNC(=S)/N=c1\scc(C)n1CC	6	8	12	75	9	-0.6	3	0.0	1
CC1CN(S(=O)(=O)c2cccc(C(=O)NN3CCN(C)CC3)c2)CC(C)O1 (configuration not stated)	4	-12	-10	91	-1	-0.1	0	-0.2	6
O=Cc1nc(-c2ccccc2Cl)n2ccccc12	0	-5	1	102	-2	0.4	1	0.1	-2
COc1ccc(N2CCN(C(c3cc4ccc(C)cc4[nH]c3=O)c3nnnn3C3CCCC3)CC2)cc1 (configuration not stated)	4	16	1	107	3	1.3	3	-0.1	3

Entries of single compounds as entered above. Screens in order: BCLXL inh	ZTA counter	EBNA-1 inh	CR mimetic SO	MCL1-BIM inh	MEX-5 binding	GLD-1 RNA inh	Efflux pump inh	Fam108B counter
Cn1cc([N+](=O)[O-])c(C(=O)Nc2ccc(Br)cn2)n1 is listed with 12	-11	-2	104	3	-1.6	1	-0.2	-1
O=C(COC(=O)/C=C/c1cccs1)NC1CCCCC1 is listed with 5	-6	15	110	-2	2.3	-2	-0.1	-3
COCC(C)NC(=O)COc1nncc2ccccc12 (configuration not stated) is listed with 4	-10	8	100	-3	2.1	2	0.0	-4
